# Sm TGR inh: inhibitors of Schistosoma mansoni thioredoxin glutathione reductase | hit rate 3% among 360,000 | Potency, µM (doses to about 114 µM), without a hit: top-dose activity change, negative = inhibition, hits mostly inhibitors | purified TGR, DTNB reduction, TNB absorbance 405 nm | Q962Y6 | AID 485364; also: potency is read from the fitted curve at half-maximal effect; % is scaled to controls: 0 for no effect and ±100 for the full control effect; nearly all actives have a fitted effect of over 60% in size
#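 Kinetic colorimetric format: TGR-catalysed, NADPH-driven DTNB reduction monitored via TNB absorbance. Enzyme dispensed at 20 nM; compound exposure 15 min at room temperature before reaction start.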
# FBPA Giardia inh: blocks Giardia fructose-bisphosphate aldolase activity; A8B2U2; purified Giardia FBPA; Potency, µM (doses to about 59.6 µM), for the others: top-dose activity, negative = inhibition, usual class: inhibitors; hit rate 0.71% among 290,000; also: potency is read from the fitted curve at half-maximal effect; % is scaled to controls: 0 for no effect and ±100 for the full control effect; nearly all actives have a fitted effect of over 55% in size
# Target sequence (A8B2U2 whole entry, looked up): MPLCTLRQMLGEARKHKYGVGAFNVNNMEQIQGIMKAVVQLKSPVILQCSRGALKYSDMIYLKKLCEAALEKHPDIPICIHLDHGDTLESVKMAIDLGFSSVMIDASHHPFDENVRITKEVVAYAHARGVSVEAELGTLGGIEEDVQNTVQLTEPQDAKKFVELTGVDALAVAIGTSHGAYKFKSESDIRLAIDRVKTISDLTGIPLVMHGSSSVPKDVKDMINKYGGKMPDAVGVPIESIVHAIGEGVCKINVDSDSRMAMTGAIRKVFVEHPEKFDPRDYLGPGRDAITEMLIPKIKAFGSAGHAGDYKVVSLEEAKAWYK
#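 40 nM FBPA preincubated 10 min at RT with compound (up to 57.5 uM final), then substrate plus GAPDH/TPI/NAD/arsenate coupling and diaphorase/resazurin added. Fluorescence read after 20 min at RT, 525/598 nm.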
# Pf growth 96h: P. falciparum growth inhibition at 96 hours; AID 504834; Potency, µM (highest dose often 28.7 µM), without a hit: at the highest dose activity change, negative = inhibition, usual class: inhibitors; P. falciparum luciferase reporter growth, 96 h; hit rate 6.9% among 320,000; also: potency is read from the fitted curve at half-maximal effect; % is scaled to controls: 0 for no effect and ±100 for the full control effect
#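 Erythrocytes infected with luciferase-expressing P. falciparum were dispensed at 2% hematocrit and 0.05% parasitemia (final), then incubated with compounds 96 hours at 37 C in 5% CO2. Luminescence after detection reagent addition reported growth.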
# Shiga toxin inh: blocks Shiga toxin action in Vero cells; Vero cells, Shiga toxin protein synthesis inhibition reporter; inhibition, % at 38.7 µM; hit rate 9.2% among 290,000; in the data active = inhibition mostly above about 28%, no sharp cut-off; inactive = mostly below about 43%; also: 0% is about no effect
# CHX counter: affects cycloheximide protein synthesis inhibition readout, counter-screen; max response, %; cell reporter, cycloheximide protein synthesis inhibition counterscreen; AID 2314; hit rate 12% among 300,000; in the data active = max response mostly above about 13%, no sharp cut-off; inactive = mostly below about 14%; also: read at 38.3 µM for the half of the compounds with a filed dose; 0% is about no effect
# Pf growth 48h: P. falciparum growth inhibition at 48 hours (one generation). P. falciparum luciferase growth in erythrocytes, 48 h. Potency, µM (top dose mostly 28.7 µM), for inactives: at the top dose activity change, negative = inhibition, most hits filed as inhibitors. hit rate 5.9% among 310,000; also: potency is read from the fitted curve at half-maximal effect; % is scaled to controls: 0 for no effect and ±100 for the full control effect
#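 Cell-based growth assay: transgenic P. falciparum expressing firefly luciferase, cultured in red cells within RPMI 1640 containing 0.5% w/v Albumax, 24 mM bicarbonate and gentamycin. A drop in luciferase activity indicates inhibition.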
# Active calls of the source: *; ? = inconclusive; · = not tested or not shown; & = joins results of further samples; [ ] = remark or other dose. Unless noted, calls follow the shape of the dose curve; as a rule, active = well fitted curve in the direction sought with a large enough effect; inconclusive = small, poorly fitted or top-dose-only effect, or another doubt; inactive = no such curve, though single readings can be large; an effect the other way counts as inactive or inconclusive.
SMILES,Sm TGR inh,FBPA Giardia inh,Pf growth 96h,Shiga toxin inh,CHX counter,Pf growth 48h
CN1CCC2(CC1)N=C(c1ccc(F)cc1)C(=S)N2C(=O)c1ccc(C(C)(C)C)cc1,-26%,-13%,-23%,-2,-1,-10%
Cc1nc2ccccc2n1CC(O)COc1ccc(Br)cc1 (stereo not drawn),8%,-4%,23%,-8,1,?
Cc1nonc1CN(C)C(=O)CC1C(=O)NCCN1Cc1c(F)cccc1Cl (stereo not drawn),5%,3%,0%,4,-3,17%
Cn1c(=O)[nH]c(=O)c2c1nc(CN1CCOCC1)n2Cc1ccc(F)cc1,-2%,6%,64%[activator],-8,-1,7%
COc1ccccc1CNC(=O)CSc1nc(C)cs1,-2%,4%,17%,13,8,?
CCO/N=C/C1=C(O)C(C(=O)OC)C(C)(C)CC1=O (stereo not drawn),·,?,22%,11,-4,1%
N#CC1=C(N)Oc2cc(O)c(Cl)cc2C1c1ccccc1F (stereo not drawn),45µM*,-4%,-16%,-4,-4,·
CC1(CCl)CN1S(=O)(=O)c1ccccc1 (stereo not drawn),40µM*,-3%,4%,-7,2,6%
COc1cc2c(cc1OC)CN(C(=O)CNC(=O)c1ccc(OC(F)F)cc1)CC2,7%,·,?,-5,-4,-4%
COc1cc(CNc2ncn[nH]2)ccc1OCC(=O)NC(C)(C)C,2%,0%,14%,18,8,8%
Cc1cc(C)c(C#N)c(N2CCN(Cc3ccccc3)CC2)n1,7%,1%,·,-12,6,0%
CCN1CCN(CCCNC(=O)c2ccc3c(c2)NC(=O)c2ccccc2S3)CC1,-31%,3%,8.3µM*,1,-3,15µM*
CON1C(=O)C(=O)N(OC)C(C)(C)C1(C)C,0%,2%,22%,-6,-2,2%
COc1ccccc1C(=O)NNC(=O)c1ccccc1,6%,-1%,-6%,·,34*,102%[activator]
CCn1ccnc1CNC(=O)CC1C(=O)NCCN1CCCc1ccccc1 (stereo not drawn),-14%,·,2%,13,-2,?
CN(C)c1cc(NC(=O)CNC(C)(C)C)c2ccccc2n1,0%,?,6%,-13,-1,-23%
O=C(Nc1cc(Cl)ccc1N1CCOCC1)c1ccc2c(c1)OCCO2,·,-10%,8%,4,1,?
C/C(CC(=O)Nc1ccc(F)cc1)=N\NC(=O)Cc1csc(N)n1,-14%,1%,-20%,-2,-2,2%
CN1CCc2ccccc2CC1=O,-2%,0%,?,-7,-3,4%
Cc1ccc(C(=O)OC(C)C(=O)NC2CCCCC2C)cc1S(=O)(=O)N1CCCCC1 (stereo not drawn),-10%,4%,?,15,-3,20%
Cc1cc(C)cc(NC(=O)Cn2nnc(C(=O)NCc3ccccc3Cl)c2N)c1,0%&-3%,-2%,30%,-5&-7,-4&-8,?
Cc1ccc(N2CCN(C(=O)CN3C(=O)c4ccccc4C3=O)CC2)cc1,-8%,4%,·,13,-4,-5%
COC(=O)C1(CCSC)NC(c2ccc(O)c(OC)c2)C2C(=O)N(c3ccc(C)cc3)C(=O)C21 (stereo not drawn),18%,0%,40%[activator],18,1,-11%
O=C(COC(=O)c1ccc(CSc2ccc(Cl)cc2)cc1)Nc1ccccc1,6%,3%,38%[activator],17,6,15%
O=C(CN1CCN(c2ccc(F)cc2)CC1)NCC1CCCO1 (stereo not drawn),-6%,5%,136%[activator],-14,2,3%
O=S(=O)(NC1CC1)c1ccc(S(=O)(=O)N2CCC3(CC2)OCCO3)cc1,-9%,-2%,?,-5,-3,0%
C=CCOC(=O)C1=C[C@H](c2coc3ccccc3c2=O)C[C@H](OCc2ccc(CO)cc2)O1,-35%,-9%,-6%,-12,-3,0%
Clc1ccccc1CSC1=NCCCN1,-6%,-8%,·,-19,-5,·
COCCn1c(N)c(NCc2ccccc2)c(=O)[nH]c1=O,14%,-25%,6%,-4,-1,·
CCOc1ccc(N2C(=O)C(=O)/C(=C(/O)c3ccccc3)C2c2ccccc2[N+](=O)[O-])cc1 (stereo not drawn),-21%,-1%,?,9,-2,-2%
COc1ccc(C2c3[nH]c4ccccc4c3CCN2CCCn2cccn2)cc1C (stereo not drawn),-11%,-8%,-21%,-3,-2,?
COc1ccc2c(c1OC)C(=O)N(c1ccc(F)cc1)C2,4%,-1%,-26%,65*,36*,51%[activator]
CN(CCNC(=O)C1CCCN(c2ncnc3c2nc2n3CCCCC2)C1)Cc1ccccc1 (stereo not drawn),-22%,5%,?,-6,-2,-24%
COc1ccccc1CCC(=O)OCc1csc(CC(=O)Nc2ccccc2C)n1,2%,-12%,?,15,0,2%
CC1CCCC(C)N1CCCNC(=O)Cn1cc2c(n1)CCCC2 (stereo not drawn),-4%,-2%,-23%,-11,-6,·
Cc1nc2ccccc2nc1CSc1nnc(N)s1,1%,1%,·,-8,-1,-15%
Cc1ccc(N=C2SCCCN2C(=O)C2=COCCO2)cc1Cl,?,·,28%,·,·,13%
COc1cc(Cl)c(CN2CCC(CCC(=O)NC3CC3)CC2)cc1OC,5%,20%,?,-5,-1,0%
COc1cccc(CCc2nnc(CCC(=O)NC(C)c3c(C)nn(C)c3C)o2)c1 (stereo not drawn),16%,-6%,49%[activator],-9,-1,14%
O=C(CNCC1CCCO1)Nc1ccccc1-n1cccc1 (stereo not drawn),-2%,-23%,41%[activator],-1,-2,-1%
CC1(C)CC(NC(=O)C(=O)NCCc2ccccc2)CC(C)(C)N1,9%,4%,64%[activator],18,4,100%[activator]
Cc1ccc(S(=O)(=O)Nc2nc(C)cc(NCCN)n2)cc1,?,-7%,·,-5,-1,-1%
O=[N+]([O-])c1ccc(-c2cc(-c3ccc(Cl)cc3)n[nH]2)cc1,9%,-22%,116%[activator],39*,24,111%[activator]
C/C(=N\NC(=O)C1(C)CC1(Br)Br)c1ccc(NC(=O)C2CCC2)cc1 (stereo not drawn),0%,0%,5.2µM*,-2,-2,?
CCC1CCCCN1C(=O)COc1ccccc1NC(C)=O (stereo not drawn),50µM*,-21%,33%[activator],42,3,-16%
CCC(C)OC(=O)C1=C(C)OC23OC(N)=C(C#N)C12C(=O)c1ccccc13 (stereo not drawn),-8%,-4%,?,4,-4,?
O=C(Nc1cccc(Cl)c1)c1cccc(Oc2ccc([N+](=O)[O-])cc2Cl)c1,-8%,-11%,?,-9,-3,?
Cc1oc(-c2ccccc2F)nc1CN1CCC(C(=O)NCc2cccnc2)CC1,0%,5%,?,-25,-5,?
CC(=O)CC(C)(C)Nc1nc2ccc([N+](=O)[O-])cc2o1,-10%,1%,33%[activator],49,13,30%[activator]
Cc1ccccc1Nc1nnc(SCC(=O)c2cc3ccccc3o2)s1,0%,-8%,?,-4,-4,10%
# Next part
SMILES,Sm TGR inh,FBPA Giardia inh,Pf growth 96h,Shiga toxin inh,CHX counter,Pf growth 48h
Cc1ccc(-n2c(-c3cnccn3)n[nH]c2=S)cc1,-14%,?,-41%,-3,-2,-12%
CCSC1=NN1c1cc(C)nc(N)n1,4%,5%,-14%,29,1,2%
COc1ccccc1OCCNC(=O)Nc1cc(F)c(F)cc1Cl,-4%,-2%,21%,7,5,28%
c1ccc(-[n+]2nc(Nc3cccc4ccccc34)sc2-c2c3ccccc3cc3ccccc23)cc1,-17%,·,0.83µM*,·,·,1µM*
COc1cccc(C(=O)NNC(=O)/C=C/c2ccccc2)c1,6%,·,1%,-16,1,20%
OCCn1c(-c2ccccc2)csc1=Nc1ccccc1,-2%,0%,-22%,30*,39,5%
COc1cc(/C=C/c2nc3ccccc3c(=O)n2-c2ccccc2O)ccc1O,-3%,-19%,9.3µM*,-6,-2,9.3µM*
COc1ccccc1/C=N/NC(=O)c1ccc(Cn2nc([N+](=O)[O-])cc2C)cc1,-2%,5%,43%[activator],-14,5,10%
NC(=O)c1ccsc1NC(=O)CSc1nnc2ccccn12,4%,-9%,-9%,15,9,1%
Cn1c(NC(=O)C[n+]2cc(-c3ccccc3)n3c2CCC3)cc(=O)n(C)c1=O,-11%,9%,0.83µM*,-2,-4,2.6µM*
Cc1ccc(N2CCC(N3CCN(C4CCCCC4)C(CCO)C3)CC2)cc1 (stereo not drawn),?,-5%,23%,-13,-1,?
CCN1CCN(C(=O)c2ccc3c(=O)n(CCC4=CCCCC4)c(=O)[nH]c3c2)CC1,-2%,6%,37%[activator],29*,11,?
Fc1ccc(N2Cc3ccsc3C=N2)cc1,-3%,2%,39%[activator],63*,25*,?
COc1ccc2nc(/N=C/c3cccc(OC)c3O)sc2c1,8%,20%,6%,26,26*,2%
COc1ccc(/C=N\NC(=O)C2COc3ccccc3O2)cc1O (stereo not drawn),4%,3%,6%,62*,20*,-3%
CCCn1c2ccccc2c2nc3ccccc3nc21,11%,-4%,·,27,19*,?
C[C@H](NC(=O)c1nc[nH]c1C(=O)N[C@@H](C)c1ccccc1)c1ccccc1,-12%,·,?,·,·,?
Cc1nn(C)c(C(=O)N2CCc3ccccc32)c1Br,11%,-4%,?,-11,-3,-21%
CCC1(c2ccc(F)cc2)NC(=O)N(CC(=O)Nc2ccc(N3CCCCC3)cc2)C1=O (stereo not drawn),-2%,·,0%,·,·,-12%
Cc1nc2ncnn2c(C)c1CCC(=O)NCCc1ccccc1,-10%,1%,21%,18,11,23%
O=C(CSc1nnnn1C1CCCCC1)NCc1cccc(C(=O)O)c1,6%,-1%,?,18,3,16%
CCC(C(=O)O)n1nc(-c2ccccc2)c2cc(Cl)ccc21 (stereo not drawn),-9%,28%,-19%,-2,-2,392%[activator]
Cc1c(-n2c(O)c(C3=c4ccccc4=NC3=O)sc2=S)c(=O)n(-c2ccccc2)n1C,-14%,?,0%,-11,-2,9%
O=C(CCCCC(=O)Nc1ccccc1)Nc1ccccc1,13%,3%,-1%,·,-2,9%
CCOC(=O)N1CCN(C(=O)CSc2nc3c(cnn3-c3ccc(C)cc3)c(=O)[nH]2)CC1,0%,1%,?,-10,-3,1%
CCN(CC)S(=O)(=O)c1ccc(C2=NOC3(C2)N(C)c2ccccc2C3(C)C)cc1 (stereo not drawn),6%,-4%,13µM*,16,1,12µM*
CCOC(=O)c1ccc(N2C(=O)CC(Nc3ccc(CCO)cc3)C2=O)cc1 (stereo not drawn),-21%,-2%,44%[activator],-4,4,0%
CCC(C)c1ccccc1N1CC(C(=O)N2CCN(C(=O)c3ccco3)CC2)CC1=O (stereo not drawn),-8%,·,?,·,·,?
CCN(CC)CCCN=Cc1c(O)n(-c2ccc(C)cc2)c(=O)c2ccccc12,8%,0%,14%,8,-2,-12%

# Screening results from PubChem BioAssay.
